Assay outcomes (PubChem BioAssay)
Polio RdRp inh: poliovirus RdRp elongation inhibitors, primary screen, biochemical, fluorescence polarization, total intensity | poliovirus polymerase elongation; active compounds read low | % elongation, % (compound at 16.7 µg/mL) | 0.66% of 150,000 active; in the data active = % elongation below about 90%; also: some results filed as inactive read as strong as hits
Target sequence (P03300 1749-2209 limits assumed): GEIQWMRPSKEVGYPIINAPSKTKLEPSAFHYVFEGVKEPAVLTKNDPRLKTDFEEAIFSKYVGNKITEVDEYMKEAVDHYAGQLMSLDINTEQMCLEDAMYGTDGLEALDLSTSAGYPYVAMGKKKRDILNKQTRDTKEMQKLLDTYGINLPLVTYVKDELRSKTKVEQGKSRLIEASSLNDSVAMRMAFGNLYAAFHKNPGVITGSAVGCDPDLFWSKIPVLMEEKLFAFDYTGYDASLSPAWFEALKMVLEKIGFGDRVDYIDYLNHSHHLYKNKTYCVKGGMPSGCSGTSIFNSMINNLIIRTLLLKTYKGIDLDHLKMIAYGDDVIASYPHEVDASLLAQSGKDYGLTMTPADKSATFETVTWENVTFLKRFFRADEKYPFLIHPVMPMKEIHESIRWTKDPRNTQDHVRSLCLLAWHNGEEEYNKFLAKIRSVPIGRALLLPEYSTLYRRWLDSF
Polio RdRp inh FP z-score: recorded beside Polio RdRp inh, whose call it bears; z-score; measured here: FP z-score; hits read low
* = called active by the depositor; & = joins results of further samples.

SMILES	Polio RdRp inh	Polio RdRp inh FP z-score
COc1ccc(-c2nc3sc(-c4ccc(OC)cc4)nc3s2)cc1	100	-0.3
Cc1ccc(OCCSc2nc3ccccc3n2CCC(=O)O)cc1C	105	0.3
Cc1ccc2c(c1)NC(SCC(=O)NCc1ccccc1)=NS2(=O)=O	103	0.9
O=C(CSc1nc2cc(Cl)ccc2o1)c1ccc(F)cc1	101	0
Cc1nc2nc(C(F)(F)F)[nH]c2cc1Br	104	0.8
COc1ccc(CNC(=O)c2c(O)nc3scc(C)n3c2=O)cc1	103	0.1
CSc1ccc(/C=C/C(=O)N2CCC(C(N)=O)CC2)cc1	107	0.5
CCOc1ccc(N(CC)S(=O)(=O)N2CCCC(C(=O)Nc3ccc(C(C)=O)cc3)C2)cc1 (stereo not given)	110	0.5
Cc1nc2c(=O)n(C)c3c(c(=O)n(C)c(=O)n3C)c2o1	102	0.2
COc1ccc(-c2nc(CC(=O)NCC(c3ccco3)N(C)C)cs2)cc1 (stereo not given)	108	0.9
O=C(NCc1csc(-c2cccs2)n1)Nc1ccc(F)cc1F	99	-1.2
CC(C)(C)C(=O)CSc1nnc(-c2ccccc2)o1	97	-0.8
Cc1[nH]c(=O)c(C#N)c(C)c1CCC(=O)N1C(=NCc2ccccc2)SCC1(C)C	102	-0.4
N#Cc1ccc(COC(=O)CSC(=S)N2CCOCC2)cc1	102	-0.2
NC(=O)C1CCCN(C(=O)CCCSc2nc3ccccc3s2)C1 (stereo not given)	103	-0.1
Cc1ccc(S(=O)(=O)c2nc(-c3ccccc3)oc2N2CC(C)OC(C)C2)cc1 (stereo not given)	103	0.2
O=C(Nc1ccc2nc(SCCOc3ccccc3)sc2c1)c1ccco1	110	0.8
CCOc1ccc(NC(=O)N2CCN(Cc3cc(=O)n4nc(-c5ccc(OC)cc5)sc4n3)CC2)cc1	106	-0.4
N#Cc1ccc(CONC(=O)c2cccs2)cc1	103	0
CCN(C(=O)C1CCN(S(=O)(=O)c2c(C)noc2/C=C/c2ccc(C)cc2)CC1)c1cccc(C)c1	106	-0.1
C=CCn1c(SCC(=O)c2cccs2)nc2scc(-c3ccccc3)c2c1=O	106	0.2
Cc1ccc(S(=O)(=O)c2c[nH]c(=S)[nH]c2=O)cc1	94	-4.2
CN(C(=O)c1ccccc1)C(=O)N(C)C(=O)c1ccccc1	101	-0.4
CCS(=O)(=O)c1ccc(O)c(N=Cc2ccc(C)o2)c1	91	-1.3
Cc1sc2ncn(CC(=O)N(C)Cc3ccc(Br)s3)c(=O)c2c1C	104	0.1
Later entries.
SMILES	Polio RdRp inh	Polio RdRp inh FP z-score
COC(=O)c1cc2sccc2n1Cc1nc(-c2ccc(Cl)cc2)oc1C	108	0.7
CCn1nc(C(=O)Nc2nccs2)c2ccccc2c1=O	98	-0.6
CCc1ccc(CN2CCN(Cc3cccc(OC)c3)CC2)cc1	103	0.3
O=C(N/N=C/c1ccsc1)C1CC1	104	0
Cc1cc(NC(=O)c2cnc3c(-c4ccccc4)c(C)nn3c2C)ccc1Br	108	0.2
Cc1cccc(CSc2nc3c(c(=O)[nH]2)C(C(C)C)C2=C(CC(C)(C)CC2=O)N3)c1 (stereo not given)	101	-0.4
CN1CCN(Cc2coc3ccccc3c2=O)CC1	99	-0.5
O=C(c1ccc2c(=O)n(CCC3=CCCCC3)c(=S)[nH]c2c1)N1CCCC1	102	0
C1CCC(NCC2OCCCCO2)CC1	100	-0.6
O=C(CSc1nnc(-c2sc3ccccc3c2Cl)o1)NCC(F)(F)F	104	0.3
Cn1c(Cc2ccccc2)nnc1SCN1C(=O)c2ccccc2C1=O	102	0.1
CC(C)C(=O)Nc1nncs1	101	0
CSCCC(C(=O)OC1CCOC1=O)N1C(=O)c2ccccc2C1=O (stereo not given)	99	-0.3
CC(C)(C)c1cn2c3ccccc3nc2n1CCCO	103	-0.6
CCC(Sc1nnc(CSc2ncccn2)n1-c1ccc(Cl)cc1)C(=O)OC (stereo not given)	102	1.1
Cc1cccc(NC(=O)CSc2c(C)cnc3c2c(=O)n(C)c(=O)n3C)c1C	105	-0.2
CCCc1cc2c(cc1NC(=O)C(C)(C)C(=O)Nc1cc3c(cc1CCC)OCO3)OCO2	101	0
Cc1nc(Cc2nnc(SCC(=O)c3ccc4c(c3)NC(=O)CO4)o2)cs1	103	0.1
N#Cc1c[nH]n2c(NC3CCCCC3)c(-c3ccccc3F)nc12	107	0
O=C(CSc1ncc(-c2ccc(Br)cc2)[nH]1)N(Cc1ccco1)CC(F)(F)F	104	0.1
O=C1N=c2ccccc2=C1c1sc(=S)[nH]c1O	95	-1.2
CCC1CCCCN1S(=O)(=O)c1cc2c3c(c1)CC(=O)N3CCC2 (stereo not given)	100	-1.6
O=C(N/N=C/c1ccco1)c1n[nH]c2c1CCC2	103	0.6
CSc1nnc2n(/N=C/c3c[nH]c4ccccc34)cnn12	103	0.1
Cc1ccccc1CSc1ncc(CO)n1Cc1ccc(F)cc1	108	0.5
The list continues.
SMILES	Polio RdRp inh	Polio RdRp inh FP z-score
COc1ccc(-c2nc(S(=O)(=O)c3ccccc3)c(N3CCCCC3)o2)cc1	107	0.7
c1ccc(C2CC2)c(OCC2=NCCN2)c1	104&102	1.2&0.6
O=C(c1cc(=O)c2ccccc2o1)N1CCCC1	104	1.2
N#Cc1ccc(C=Nc2cccc(C(N)=O)c2)cc1	100	-0.3
CCCCc1nnc(NC(=O)C=C(C)C)s1	101	0.1
O=C(NCc1cccc(F)c1)c1cccc(NC(=O)c2nsc3ccccc23)c1	112	1.1
COc1cccc(CNC(=O)CN2N=C(c3ccc(C)cc3)CCC2=O)c1	110	-0.1
C=CCN(CC(=O)Nc1ccc2c(c1)OCO2)S(=O)(=O)c1ccccc1F	111	1.2
NC(=O)C1CCN(C(=O)CCc2nnc3n(Cc4ccccc4)c(=O)c4ccccc4n23)CC1	102	0.3
COC(=O)C(C)Sc1ncc(-c2ccccc2)nn1 (stereo not given)	101	-0.4
Cc1cc(C)cc(NC(=O)CCc2c(C)nc3c(c2C)c(=O)n(C)c(=O)n3C)c1	108	0.4
CCCOc1ccc(N)cc1N	100	-0.3
CC(C)NC(=S)Nc1cccc2cnccc12	102	-0.1
COc1ccc2c(c1)[nH]c1c(C)nccc12	101&101	0.2&0.2
CC(=O)Nc1ccc(-c2nn[nH]n2)cc1	102	0.2
COc1ccc(NC(=O)CSc2nc3ncccc3[nH]2)c(OC)c1	112	0.5
CC12CCCCC1(O)N(O)C(C(=O)c1ccccc1)=N2 (stereo not given)	101	0.1
CCOC(=O)/C(=N\Nc1ccccc1Cl)N(C)C1CCS(=O)(=O)C1 (stereo not given)	102	0
CCOc1ccc(C(=O)c2c(N)c(-c3nc(-c4ccc(OCC)cc4)cs3)c3ccccn23)cc1	107	0.1
Cc1ccc(NC(=O)CCCn2c(=O)c3cccn3c3cccnc32)c(Cl)c1	105	-0.4
CN1CCC(N(C)CC(O)COC2CCCc3ccccc32)CC1 (stereo not given)	102	-0.1
O=C(NCC1CC1)Nc1cccs1	101	0
CS(=O)(=O)Nc1ccc(/C(N)=N/OC(=O)c2ccc(Cl)cc2)cc1	102	0.1
Oc1ccc2ccccc2c1Sc1nnnn1-c1ccccc1	102	-0.1
CCCCC(CC)C(=O)Nc1ccc(C#N)cc1 (stereo not given)	105	0.2
(listing goes on)
SMILES	Polio RdRp inh	Polio RdRp inh FP z-score
CCc1ccc2c(O)c3c(cc2c1C(=O)OC)C(=O)c1c(O)ccc(O)c1C3=O	93	-0.6
O=C(Cn1cc(C(=O)C2CC2)c2ccccc21)Nc1ccc(Br)cc1	107	0.7
COC(=O)c1ccc(COc2cc(C)cc(C)c2)o1	104	0.9
CCn1cc(S(=O)(=O)c2cccc(Cl)c2)c(=O)c2cc(F)c(N3CCN(C)CC3)cc21	106	-0.2
COC(=O)NN1C(=O)c2ccccc2C1=O	99	-0.2
Cc1cc(C)c2c(n1)sc1c(=O)n(CC(=O)c3ccccc3)cnc12	103	-0.1
CCOC(=O)c1[nH]c(C(=O)O)c(CCC(=O)OC)c1C	102	0.1
CC12CC[C@H]3[C@@H](CCC4(O)C[C@H](O)CCC34/C=N/Nc3ccccc3)C1(O)CCC2C1=CC(=O)OC1 (stereo not given in full)	99	-0.1
CCc1ccc(OCCn2c(C3CC(=O)N(Cc4ccc(F)cc4)C3)nc3ccccc32)cc1 (stereo not given)	111	0.6
CC(=O)Nc1ccc(OCC(O)CNC(C)C)cc1 (stereo not given)	99	0
CCOc1cc(CN2CCN(CC(=O)N3CC(C)CC(C)C3)CC2)cc(Br)c1OC (stereo not given)	99	-0.5
COCCCNC(=O)c1sc2nc(C)c(C(=O)Nc3ccc(Cl)cc3)c(-c3ccc(Br)cc3)c2c1N	105	-0.1
O=C1CCCN=C(Nc2ccc(F)c(Cl)c2)S1	104	0.3
O=C(Nc1ccc(Cl)cc1Cl)c1cc(S(=O)(=O)N2CCN(c3ccccc3F)CC2)ccc1F	110	0.6
COc1ccccc1NC(=O)c1oc2ccccc2c1NC(=O)COc1ccccc1OC	107	0.9
CN(C)C=NC(=S)c1sccc1CSc1ccc(Cl)cc1	106	0.5
CC1CCCCC1NC(=O)Cn1ccc2ccccc21 (stereo not given)	104	0.2
COc1ccc(S(=O)(=O)c2c(O)c(C)cc(NS(=O)(=O)c3ccc(Cl)cc3)c2C(C)C)cc1	103	-0.1
O=C(NCc1ccc(Cl)cc1)C1CCN(c2nn3cc(-c4ccc(F)cc4)nc3s2)CC1	104	-0.9
COc1ccc(-c2cc(C(F)(F)F)nc(SCC(=O)NN3CCN(C)CC3)n2)cc1	104	0.8
COc1ccc(CNC(=O)Cn2c(=O)oc3cc(S(=O)(=O)NCc4ccccc4)ccc32)cc1	108	0.7
COc1ccccc1N1CCN(c2ccc(-c3nc(-c4ccccc4)no3)cc2[N+](=O)[O-])CC1	112	0.9
COc1ccc(N/C=C(\C#N)C(N)=S)cc1	100	0
N#CCSc1nc2c(n1-c1ccccc1)CCCC2	123	2.9
CCc1ccc(-n2c(=O)c3c(C)c(C)sc3n(CC(=O)NCc3ccc(C)cc3)c2=O)cc1	111	1

Another view of part of the listing above.
| canonical_smiles | Polio RdRp inh | Polio RdRp inh FP z-score |
| --- | --- | --- |
| Cc1cc(NC(=O)c2cnc3c(-c4ccccc4)c(C)nn3c2C)ccc1Br | 108 | 0.2 |
| Cc1cccc(CSc2nc3c(c(=O)[nH]2)C(C(C)C)C2=C(CC(C)(C)CC2=O)N3)c1 (stereo not given) | 101 | -0.4 |
| CN1CCN(Cc2coc3ccccc3c2=O)CC1 | 99 | -0.5 |
| O=C(c1ccc2c(=O)n(CCC3=CCCCC3)c(=S)[nH]c2c1)N1CCCC1 | 102 | 0 |
| C1CCC(NCC2OCCCCO2)CC1 | 100 | -0.6 |
| O=C(CSc1nnc(-c2sc3ccccc3c2Cl)o1)NCC(F)(F)F | 104 | 0.3 |
| Cn1c(Cc2ccccc2)nnc1SCN1C(=O)c2ccccc2C1=O | 102 | 0.1 |

Retrieved by structure from the list above (four):
SMILES	Polio RdRp inh	Polio RdRp inh FP z-score
CCc1ccc2c(O)c3c(cc2c1C(=O)OC)C(=O)c1c(O)ccc(O)c1C3=O	93	-0.6
CN(C)C=NC(=S)c1sccc1CSc1ccc(Cl)cc1	106	0.5
CC(=O)Nc1ccc(OCC(O)CNC(C)C)cc1 (stereo not given)	99	0
CCOc1cc(CN2CCN(CC(=O)N3CC(C)CC(C)C3)CC2)cc(Br)c1OC (stereo not given)	99	-0.5

Next structures follow:
SMILES	Polio RdRp inh	Polio RdRp inh FP z-score
COc1ccc(-c2nc(C)c(CCNC(=O)c3ccc(F)c(F)c3)s2)cc1	111	0.9
CCC(=O)N1CCc2cc(Br)cc(S(=O)(=O)CCC(=O)N(C)c3cccc(C)c3)c21	103	-0.5
Nc1ccc(C(=O)N/N=C/c2cccn2-c2ccc(S(N)(=O)=O)cc2)cc1	103	0.1
O=C(O)C1C(C(=O)O)C1C(=O)O (stereo not given)	100	0.1
CN1C(=O)/C(=C\C2(C)N3CC4(C)CN2CC(C)(C3)C4=O)c2ccccc21 (stereo not given)	102	0.2
Cc1ccc(NC(=O)c2cc(S(=O)(=O)NCCc3ccc(Cl)cc3)ccc2F)cc1	112	0.6
CCOc1ccc(-n2c(SCC(=O)Nc3ccccc3OC)nc3c(oc4ccccc43)c2=O)cc1	102	-0.8
COc1ccc(CCN(C)C(=O)COc2nncc3ccccc23)cc1OC	101	0
CCc1ccc(NC(=O)Cn2c(=O)n(CCCCC(=O)NCc3ccc4c(c3)OCO4)c(=O)c3ccccc32)cc1	110	1.2
COc1ccc(NC(=O)Cn2c(=O)c3cccn3c3ccccc32)cc1	109	0.4
Cc1cnc(NC(=O)CSCc2nc3scc(-c4cccs4)c3c(=O)[nH]2)s1	108	0.7
Cc1cc(C)nc(Nc2n[nH]c(-c3cccnc3)n2)n1	102	0.7
O=C(OCC(=O)N1CCCC1)c1cn(-c2ccccc2)nc1-c1ccccc1	103	0.9
C#CCSc1nc2ccccc2[nH]1	102	0.4
CCCN1C(=O)c2cc(C(=O)NCc3cccs3)ccc2C1O (stereo not given)	102	-0.1
CCN(C(=O)c1cccc(OC)c1)C1CCS(=O)(=O)C1 (stereo not given)	100	-0.9
CCN1OCN(c2nc(N(C)C)nc(N(C)C)n2)C1=N	103	0.5
CCOC(=O)c1c(CN2CCN(c3ccccc3)CC2)oc2cc(Br)c(OC(C)=O)cc12	100	-0.1
COc1ccc(-n2c(=O)c3c(c4cc(OC)ccc4n3C)n(C)c2=O)cc1	104	-0.9
N#CCC(=O)NCc1ccncc1	101	-0.2
CCOC(=O)c1nn(-c2ccc(Cl)cc2Cl)c(=N)c(C#N)c1C	70	-8.2
CCCN1CCN(Cc2ccc(OCC(=O)Nc3ccc(Br)cc3)c(OC)c2)CC1	94	-1.3
Oc1ccc(-c2nc(-c3cccs3)c(-c3cccs3)[nH]2)cc1	102	0.1
Cc1ccc(S(=O)(=O)C(CNC(=O)C(=O)NCCc2ccc(Cl)cc2)c2ccco2)cc1 (stereo not given)	104	-0.7
CCN1C(=O)C(Cc2nc3ccccc3c(=O)[nH]2)c2ccccc21 (stereo not given)	102	-0.2

As entered above:
C1CCC(NCC2OCCCCO2)CC1 @ Polio RdRp inh: 100
Cc1ccc(S(=O)(=O)C(CNC(=O)C(=O)NCCc2ccc(Cl)cc2)c2ccco2)cc1 (stereo not given) @ Polio RdRp inh: 104
COc1cccc(CNC(=O)CN2N=C(c3ccc(C)cc3)CCC2=O)c1 @ Polio RdRp inh FP z-score: -0.1
O=C(NCc1csc(-c2cccs2)n1)Nc1ccc(F)cc1F @ Polio RdRp inh: 99

The list is partial; rates above refer to the full screens.
